# ERAP1 HTS inh: blocks human ERAP1 aminopeptidase activity | recombinant ERAP1, Leu-AMC fluorescence, 60 min | Q9NZ08 | AID 652197 | inhibition, % at 10.7 µM | actives 0.15% (n = 340,000);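 active = mean replicate inhibition of at least 30%, or all replicates individually reaching that 30% level; inactive = mean below 30% and not every replicate reaching it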;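 note: 0% = neutral control wells and 100% = L-leucinethiol positive control wells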
# Statin myotox sup: protects C2C12 myotubes from simvastatin toxicity; ATP luminescence, 48 h; scaled: DMSO 0, geranylgeraniol control 100; rescue of ATP level, % at 7.49 µM; actives 0.78% (n = 330,000);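 active = mean ATP rescue above about 67%, or every replicate alone reaching that limit, limit read from the data, passing the limit was not always enough; inconclusive = no clear call, values can overlap the other calls; inactive = mean under the limit and some replicate under it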;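 note: myotubes were challenged with 10 µM simvastatin during compound exposure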
# Xi reactivation: activators of X-chromosome reactivation in mouse fibroblasts; activation, % at 7.58 µM; XiGFP mouse fibroblasts, % GFP-positive cells imaging, 3 d; cells co-treated with 5-aza-dC sensitizer; scaled so ellipticine positive control = 100%; actives 0.055% (n = 360,000);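 active = mean normalized replicate activation at least 10% and every replicate at or above 10%; inconclusive = only one of the two criteria met; inactive = mean below 10% and not all replicates reach 10%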;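 note: 0% = median of on-plate neutral control wells and 100% = ellipticine 6 µM median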
#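 System: XiGFP fibroblasts, SV40-immortalized. Medium: DMEM plus 5-aza-dC sensitizer. Doses: single point. Timing: 3 d treatment, 15 min room-temperature fixation. Control set: ellipticine 6 µM.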
# PGC1a acetyl inh: PGC1a acetylation modulation, inhibitor mode. actives 0.17% (n = 350,000). inhibition, % at 15.6 µM. U2OS PGC1a acetylation, AlphaScreen anti-acetyl-lysine; with virally co-expressed GCN5 acetyltransferase;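 active = every replicate shows inhibition of at least 40%; inconclusive = mean inhibition at least 40% but some replicate below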;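 note: 0% = neutral control wells and 100% = positive control wells; some results beyond the cut were filed as inactive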
# SIRT5 inh: sirtuin-5 (human) deacylase inhibition | Q9NXA8 | Purified SirT5, succinyl-peptide AMC, trypsin-coupled fluorescence | inhibition, % at 15 µM | actives 1.1% (n = 330,000); in the data active = inhibition above about 15%; inconclusive = no clear call, values can overlap the other calls
# Target sequence (Q9NXA8 whole entry, looked up): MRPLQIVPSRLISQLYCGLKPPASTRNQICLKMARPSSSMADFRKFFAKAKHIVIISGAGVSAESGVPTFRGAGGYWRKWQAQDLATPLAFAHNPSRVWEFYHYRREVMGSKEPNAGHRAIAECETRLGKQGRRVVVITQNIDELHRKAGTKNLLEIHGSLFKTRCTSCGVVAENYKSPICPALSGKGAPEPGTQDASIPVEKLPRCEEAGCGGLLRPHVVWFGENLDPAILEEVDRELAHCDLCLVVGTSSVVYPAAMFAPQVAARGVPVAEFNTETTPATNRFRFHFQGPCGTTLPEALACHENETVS
# S100A4 MyoIIA: inhibitors of human S100A4 binding to myosin IIA peptide; actives 0.14% (n = 360,000); P26447; inhibition, % at 10.7 µM; S100A4/TAMRA-MyoIIA peptide fluorescence polarization;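 active = mean inhibition of at least 70% across replicates, with every replicate also reaching that level; inconclusive = mean inhibition reaches 70% but some replicates fall short; inactive = mean inhibition below 70%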
# Target sequence (P26447 whole entry, looked up): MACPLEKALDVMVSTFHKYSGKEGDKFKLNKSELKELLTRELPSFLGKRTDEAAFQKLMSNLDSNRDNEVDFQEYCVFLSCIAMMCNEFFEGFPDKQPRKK
#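 Assay system: human S100A4 monomer with TAMRA-labelled myosin IIA peptide / Buffer or medium: Calcium-containing HEPES buffer, pH 7.2 / Reagent: TAMRA-labelled myosin IIA heavy-chain peptide probe, 5 nM / Compound: one dose per compound / Timing: polarization read 5 min after assay mix addition, stable 5–60 min / Benchmarks: neutral control DMSO, positive control TFP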
# LGR2 antag: blocks bursicon-induced cAMP signaling via Drosophila LGR2 | HEK293 LGR2, CRE-luciferase, bursicon-stimulated, 4 h | actives 0.35% (n = 380,000) | inhibition, % at 9.99 µM;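 active = drop in luminescence signal, shown as inhibition above about 50% in the replicate tests, limit read from the data, passing the limit was not always enough; inconclusive = probably only some replicates passing the limit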;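 note: agonist challenge used bursicon conditioned medium at about half maximal strength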
# Cneo AK release: causes C. neoformans cell lysis. lysis activity, % at 15 µM. actives 0.2% (n = 360,000). adenylate kinase release luminescence, 4 h; normalised: neutral wells 0, clomiphene wells 100;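 active = mean lysis activity across replicates of at least 80%, whatever share of replicates individually reach that level; inactive = mean lysis activity below 80%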
#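 Signal: Adenylate kinase release luminescence | Assay system: Log-phase Cryptococcus neoformans yeast cells | Input: Cells at 5 × 10^6 per mL | Buffer or medium: Fresh YPD growth medium | Compound: Single dose | Schedule: Static 4 h at 37 °C with compound, 1 h detection | Controls: Clomiphene | Read-out: Luminescence rise reflecting yeast cell lysis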
# The depositor's hits bear a star; ? = inconclusive; / = not tested or not shown; & = joins results of further samples. A portion of the library. The share of hits here may be higher or lower than overall.
SMILES,ERAP1 HTS inh,Statin myotox sup,Xi reactivation,PGC1a acetyl inh,SIRT5 inh,S100A4 MyoIIA,LGR2 antag,Cneo AK release
C[C@H]1CN([C@@H](C)CO)C(=O)c2cc(NS(=O)(=O)c3ccc(Cl)cc3)ccc2O[C@H]1CN(C)CC1CC1,-5,2,0.1,19,6,2,0,37
Cc1noc(C)c1NC(=O)N(C)C[C@@H]1Oc2ncc(C#CCN(C)C)cc2C(=O)N([C@@H](C)CO)C[C@@H]1C,1,4,-0.5,-3,-17,10,2,2
O=C(Oc1ccccc1)N1CCN(c2ccccc2F)CC1,3,-3,0.0,16,1,-10,-19,4
Cc1ccc(-c2csc(C(O)c3ccc(F)c(F)c3)n2)cc1C (stereo unspecified),-5,-5,0.0,2,1,-5,-3,1
COC(=O)c1[nH]c2ccc(C)cc2c1NC(=O)CN1CCN(c2ccc(F)cc2)CC1,4,4,/,-1,-2,3,/,-1
O=C(NCc1ccccc1)[C@]1(C(F)(F)F)C[C@H](CCc2ccccc2)CCCO1,-1,9,0.0,/,-1,-1,16,0
O=C(Cc1ccccc1[N+](=O)[O-])NCC(=O)c1ccc2c(c1)OCO2,5,/,0.0,/,/,10,-16,/
CCOC(=O)CCCCCC(=O)Nc1ccc2c(c1)CC(=O)N([C@H](C)CO)C[C@H](C)[C@H](CN(C)S(=O)(=O)c1ccc(OC)cc1)O2,-2,2,-0.3,-2,15,-1,7,-2
CSCC(C)N1CCC(CO)(CCCc2ccccc2)CC1 (stereo unspecified),4,/,0.0,/,-1,-4,19,/
CCOc1ccc(S(=O)(=O)N(C)CC(=O)NCc2ccccn2)cc1,1,-8,0.3,/,-7,-7,-6,4
COCCNC(=O)c1cc2c(c(-c3cccc(-c4cccc(OC)c4)c3)n1)[C@@H](CCO)N(S(=O)C(C)(C)C)C2 (stereo partly specified),0,/,0.0,-22,5,19,4,3
OCc1ccc(OCCCOc2cccc3cccnc23)cc1,-2,7,-0.1,-7,1,0,2,-3
O=C(c1ccccc1)c1nccn1-c1ccc(Cl)nn1,/,/,-0.1,7,-5,-1,-16,-2
O=C(C[C@@H]1C[C@@H]2c3cc(NC(=O)CC4CC4)ccc3O[C@@H]2[C@H](CO)O1)NCc1ccccc1,2,-3,0.5,-9,-2,10,5,-2
COc1ccc(NC(=O)Nc2ccc3c(c2)C(=O)N([C@H](C)CO)C[C@@H](C)[C@H](CN(C)S(=O)(=O)c2ccc(OC)cc2)O3)cc1,3,-6,0.2,-4,3,-4,-1,-1
CCCNC(=O)C[C@H]1C[C@H]2c3cc(NC(=O)Nc4ccc(OC)cc4)ccc3O[C@H]2[C@@H](CO)O1,-4,1,-0.1,-1,6,1,4,90*
C[C@@H](NC(=O)[C@H]1[C@H](CO)[C@H]2Cn3c(cccc3=O)[C@H]2N1CC1CCCCC1)c1ccccc1,0,/,0.1,7,-3,4,-2,/
COCC(=O)Nc1ccc2c(c1)[C@H]1C[C@H](CC(=O)NCc3cc(F)ccc3F)O[C@H](CO)[C@H]1O2,/,0,0.8,-3,/,/,1,-38
Cc1sc2nc(C3CC3)nc(N3CCN(C(=O)c4ccc(Cl)cc4)CC3)c2c1C,-1,4,0.2,-4,-7,-11,5,0
O=C(COc1ccc(S(=O)(=O)N2CCCC2)cc1Cl)NCc1ccccn1,3,-2,0.0,4,-3,-4,-9,4
C[C@@H]1CN([C@H](C)CO)C(=O)c2cc(-c3cncnc3)cnc2O[C@H]1CN(C)Cc1ccc(F)cc1,0,-5,-0.8,4,-1,-30,9,-3
C[C@H]1CN([C@@H](C)CO)C(=O)CCCn2cc(nn2)CO[C@H]1CN(C)S(=O)(=O)c1cccc(F)c1,0,-4,0.4,/,0,-14,16,42
CC(C)CC(=O)NC(c1ccccc1)c1c(O)ccc2ccccc12 (stereo unspecified),6,13,0.0,-1,-2,-2,7,4
CC(C)n1cnc2c(NCc3ccccc3)nc(NCc3ccccc3)nc21,2,2,0.0,6,-4,-1,7,1
CCCNC(=O)N1CC2(C1)[C@@H](c1ccccc1)[C@@H](CO)N2CC1CCCC1,3,/,0.1,-5,1,-5,11,/
CSc1ccc(CNC(=O)C2(C)CCCN(C(C)=O)C2)cc1 (stereo unspecified),0,-93,0.0,2,/,-4,-1,0
Cc1ccc(C(=O)NC(Cc2ccccc2C(F)(F)F)C(=O)O)cc1 (stereo unspecified),1,8,0.3,-1,-3,-16,-23,-2
COc1ccc(S(=O)(=O)N2CCOCC2)c(C)c1C,-2,6,/,7,-2,1,7,-2
CS(=O)(=O)Nc1ccc2c(c1)[C@H]1C[C@@H](CC(=O)NCc3ccc(Oc4ccccc4)cc3)O[C@@H](CO)[C@H]1O2,-1,8,-0.1,13,-2,-6,4,-2
Cc1ccccc1OCCC(=O)OCC(=O)NC1CCCC1,-2,9,0.6,-23,-1,-5,8,3
C[C@H]1CN([C@@H](C)CO)C(=O)c2cccc(NC(=O)Nc3ccc(C(F)(F)F)cc3)c2O[C@@H]1CN(C)S(=O)(=O)c1ccccc1,-5,-14,-1.0&0.1,/,-2,-1,-21&17,-1
CCN(CC(=O)NCc1cccs1)C(=O)c1cccc(S(=O)(=O)Nc2ccccc2Cl)c1,-15,/,0.1,/,11,-3,7,/
COc1ccc(-c2cc3c(=O)n(CC(=O)Nc4cccc(Cl)c4)ncn3n2)cc1,0,-9,0.0,-3,-2,-4,4,/
Cc1ccc(NC(=C(C#N)C#N)c2ccccc2)cc1,4,1,0.0,1,1,0,-17,0
O=C(CCCOc1ccc(Cl)cc1Cl)N1CCc2ccccc2C1,/,6,/,7,/,/,11,0
Cc1csc(=O)n1CCC(=O)OCC(=O)NNC(=O)c1ccc(Cl)cc1,4,2,-0.1,/,-3,-3,3,-4
CCOc1ccc(NC(=O)C(=O)NCCN2CCN(C(=O)c3ccc(C)cc3)CC2)cc1,-2,11,0.2,1,-2,-4,4,/
C[C@@H]1CN([C@@H](C)CO)S(=O)(=O)c2ccc(-c3ccc(F)cc3)cc2O[C@@H]1CN(C)C(=O)C1CCC1,/,31,-1.0,-14,/,/,11,/
CCc1nnc(N/N=C/c2cc(Br)c(O)cc2O)n1N,0,-1,-0.2,-14,7,0,7,-3
Cc1noc(C)c1NC(=O)N(C)C[C@@H]1OCCCC[C@H](C)Oc2ccc(NS(=O)(=O)c3cccs3)cc2C(=O)N([C@H](C)CO)C[C@@H]1C,-2,/,-1.0,-6,-3,0,-7,-1
Cc1n[nH]c(C)c1CS(=O)(=O)c1ccccc1,1,/,0.1,3,-1,8,-10,/
O=C1CCCN1CCC(=O)N1CCCC(CO)(Cc2ccccc2)C1 (stereo unspecified),-4,20,0.1,0,4,-4,-20,-2
O=C(N/N=C/c1ccc(N2CCOCC2)s1)c1ccc(NS(=O)(=O)c2cccs2)cc1,/,-16,-0.2,-2,-7,4,-3,-1
CCCNC(=O)C[C@H]1CC[C@@H]2[C@@H](COc3ccc(NS(=O)(=O)CC)cc3C(=O)N2C)O1,-1,-8,0.2,3,-1,-60,2,0
O=C(OCC(=O)N1CCc2ccccc2C1)c1cc(=O)[nH]c2ccccc12,-4,8,-0.1,-4,-9,-3,-29,2
COc1ccccc1S(=O)(=O)N1C[C@H](O)COC[C@@H]2O[C@@H](CC(=O)O)CC[C@H]21,-1,15,0.1,6,-1,0,-9,0
CC(C)(C)c1cc(N)on1,-2,/,0.0,6,-4,-2,-2,3
COc1ccc(C(=O)NC2=C(C#N)CCC2)cc1OC,-2,-6,/,-21,1,-4,-15,1

# Profiles from above. Screens in order: ERAP1 HTS inh | Statin myotox sup | Xi reactivation | PGC1a acetyl inh | SIRT5 inh | S100A4 MyoIIA | LGR2 antag | Cneo AK release
# CCCNC(=O)C[C@H]1CC[C@@H]2[C@@H](COc3ccc(NS(=O)(=O)CC)cc3C(=O)N2C)O1 in the list: -1 | -8 | 0.2 | 3 | -1 | -60 | 2 | 0
# O=C1CCCN1CCC(=O)N1CCCC(CO)(Cc2ccccc2)C1 (stereo unspecified) in the list: -4 | 20 | 0.1 | 0 | 4 | -4 | -20 | -2
# COc1ccc(C(=O)NC2=C(C#N)CCC2)cc1OC in the list: -2 | -6 | / | -21 | 1 | -4 | -15 | 1
# CC(C)(C)c1cc(N)on1 in the list: -2 | / | 0.0 | 6 | -4 | -2 | -2 | 3

# Next section:
SMILES,ERAP1 HTS inh,Statin myotox sup,Xi reactivation,PGC1a acetyl inh,SIRT5 inh,S100A4 MyoIIA,LGR2 antag,Cneo AK release
CCCN(C)C[C@H]1Oc2cc(C#Cc3cccc(F)c3)ccc2S(=O)(=O)N([C@H](C)CO)C[C@@H]1C,-2,-1,-0.3,-14,0,-4,-15,4
C[C@@H]1CCCCO[C@@H](CN(C)Cc2ccc(C(F)(F)F)cc2)[C@@H](C)CN([C@H](C)CO)C(=O)c2cc(NC(=O)Nc3ccc(C(F)(F)F)cc3)ccc2O1,/,/,-0.1,9,/,/,-10,3
COCCOC(=O)c1c(C)oc2ccc(NS(=O)(=O)c3ccc(C)cc3)cc12,0,-8,0.1,1,0,-7,-2,-2
C[C@@H]1CN([C@H](C)CO)C(=O)Cc2cc(NS(=O)(=O)c3cn(C)cn3)ccc2O[C@H]1CN(C)S(=O)(=O)c1ccc(Cl)cc1,2,8,0.0&3.4,/,-4,1,-12,5
Cc1c(C(=O)N2CCN(S(C)(=O)=O)CC2)oc2ccccc12,/,57,/,0,/,/,-4,-2
CCCN(C)C[C@@H]1OCc2cn(nn2)CCCC(=O)N([C@@H](C)CO)C[C@@H]1C,0,-8,-0.7,-4,-2,10,9,7
CC(C)C#Cc1ccc2c(c1)O[C@H](CN(C)CC1CC1)[C@H](C)CN([C@@H](C)CO)S2(=O)=O,2,-30,0.1,-17,3,0,8,10
CCCC#Cc1cnc2c(c1)C(=O)N([C@@H](C)CO)C[C@@H](C)[C@H](CN(C)C(=O)Nc1cccc(F)c1)O2,2,11,-0.9,-14,6,-2,-11,0
Cn1c(=O)c2cc(NC(=O)Nc3ccccc3)ccc2n1Cc1ccccc1,-5,-33,-0.1,8,/,0,14,-7
COC(=O)Nc1ccc(S(=O)(=O)Nc2ccc(C(=O)O)cc2)cc1,-2,/,0.0,/,-5,-4,-10,/
Oc1cc(-c2cccnc2)cc2cccnc12,-2,5,?,35,/,0,-16,1
COCC(=O)N1CCC(Oc2ccc(C(=O)N3CCN(C)C[C@@H]3C(C)C)cc2)CC1,-2,17,0.1,/,-1,0,-1,-1
Cc1ccccc1CCNC(=O)Cn1nc(C)c2c(C)n(-c3ccccc3)nc2c1=O,5,-3,0.1,-2,-1,-6,-15,3
CC1(C#N)c2ccccc2C(Br)=CN1C(=O)c1ccccc1 (stereo unspecified),/,-1,0.1,/,/,-5,15,0
O=C(C1CCCC1)N1CCCC(Nc2ccc(F)cc2)C1 (stereo unspecified),-3,8,0.0,0,1,-7,20,0
O=C(NCc1cccs1)C1CCCN1C(=O)Nc1ccccc1[N+](=O)[O-] (stereo unspecified),1,-1,/,7,5,2,-1,-3

# Bioassay records as filed in PubChem BioAssay.
